# Screens as filed in PubChem BioAssay.
# RGS4 block: human RGS4 inhibition. 310,000 compounds, 0.45% hits. B-score at 10 µM. HEK293 M3R/RGS4 inducible, Fluo-4 calcium flux; active compounds read high; triggered by carbachol at its EC20. P49798;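 active = B-score, a plate-corrected calcium signal, over three deviations above library mean, with baseline fluorescence within five deviations of library mean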;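 note: RGS4 expression induced by doxycycline in cells with stable M3 receptor; B-score is computed from the integrated fluorescence ratio over baseline after carbachol; higher B-score means a larger calcium signal and so more RGS4 inhibition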
# hERG protect: hERG (human) protection from proarrhythmic block; Q12809; CHO-hERG, FluxOR thallium flux, dofetilide IC70 present; activation (rescue from dofetilide block), less the hit threshold, % at 10 µM; 310,000 compounds, 0.51% hits;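 active = activation above the mean of controls blocked by dofetilide plus 5 SD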;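 note: thallium influx through hERG after potassium depolarization seen as dye fluorescence rise; in these data hits start at about 4.7%; inactives centre near -7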
# Target sequence (Q12809 whole entry, looked up): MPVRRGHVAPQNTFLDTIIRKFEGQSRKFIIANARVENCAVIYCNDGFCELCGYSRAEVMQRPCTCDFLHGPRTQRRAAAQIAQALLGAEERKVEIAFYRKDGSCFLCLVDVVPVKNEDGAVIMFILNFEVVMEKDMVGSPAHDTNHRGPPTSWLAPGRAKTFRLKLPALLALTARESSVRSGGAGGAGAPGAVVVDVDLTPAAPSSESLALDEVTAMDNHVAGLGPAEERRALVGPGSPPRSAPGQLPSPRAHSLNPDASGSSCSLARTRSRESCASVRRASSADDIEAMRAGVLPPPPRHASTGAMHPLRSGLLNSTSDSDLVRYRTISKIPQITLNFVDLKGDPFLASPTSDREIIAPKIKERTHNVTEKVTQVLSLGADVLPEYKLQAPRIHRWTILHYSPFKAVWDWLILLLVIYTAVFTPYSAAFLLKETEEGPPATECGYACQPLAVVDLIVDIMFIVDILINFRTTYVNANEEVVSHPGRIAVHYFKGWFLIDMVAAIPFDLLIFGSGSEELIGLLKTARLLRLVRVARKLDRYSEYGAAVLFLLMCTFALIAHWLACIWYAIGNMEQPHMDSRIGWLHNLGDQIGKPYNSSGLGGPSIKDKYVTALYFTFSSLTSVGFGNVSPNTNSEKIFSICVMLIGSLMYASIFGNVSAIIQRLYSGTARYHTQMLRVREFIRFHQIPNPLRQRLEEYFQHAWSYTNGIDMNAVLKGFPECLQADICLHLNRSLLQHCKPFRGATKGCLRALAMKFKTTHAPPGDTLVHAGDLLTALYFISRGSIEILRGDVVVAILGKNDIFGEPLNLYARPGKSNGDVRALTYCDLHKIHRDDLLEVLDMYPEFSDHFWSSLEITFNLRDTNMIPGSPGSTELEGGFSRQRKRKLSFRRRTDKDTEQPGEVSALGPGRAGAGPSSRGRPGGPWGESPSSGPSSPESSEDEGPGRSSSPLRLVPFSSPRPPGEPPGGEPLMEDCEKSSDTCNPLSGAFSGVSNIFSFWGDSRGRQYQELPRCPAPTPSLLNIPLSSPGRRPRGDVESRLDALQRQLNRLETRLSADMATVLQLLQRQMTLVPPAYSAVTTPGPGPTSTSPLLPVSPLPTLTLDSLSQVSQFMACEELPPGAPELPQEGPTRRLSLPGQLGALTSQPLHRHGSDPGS
# RGS4 pot: RGS4 potentiation or activation; HEK293 M3R/inducible RGS4, carbachol calcium flux Fluo4; active compounds read low; AID 463111; 310,000 compounds, 0.92% hits; B-score at 10 µM;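 active = B-score of the integrated calcium signal more than 4 SD below the library mean, with starting fluorescence not abnormally high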;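 note: negative B-score means reduced calcium response which marks RGS4 activation or potentiation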
#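 System – HEK293 FlpIn-TREx cells, stable M3R, doxycycline-inducible RGS4 · Reagent – ECmax carbachol challenge · Times – compound preincubation 20 min at room temperature before agonist · Technique – Fluo4 fluorescence kinetic imaging of calcium · Measure – B score of integrated Fluo4 ratio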
# KCNK9 block: human KCNK9 channel inhibition | Q9NPC2 | AID 488922 | B-score at 10 µM | 310,000 compounds, 1.2% hits | HEK293 KCNK9, FluxOR thallium flux fluorescence; active compounds read low;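 active = ratio B-score over 3 SD below the library mean, with starting fluorescence within 5 SD of its mean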;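 note: negative B-score means less thallium flux so channel inhibition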
# GSK3B inh: human GSK3beta kinase inhibition. P49841. GST-GSK3beta kinase, ADP-Glo luminescence, 60 min; active compounds read low. activity score (negative = inhibition), % at 10 µM. 300,000 compounds, 0.038% hits. AID 2097;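 active = more than half of replicate wells score below -50%, meaning over 50% inhibition versus plate controls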;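 note: 0% = median DMSO wells and -100% = median GW8510 positive control wells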
#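 Test system: GST-fused GSK3beta enzyme, cell-free | Quantity: 1.6 ng GST-GSK3beta enzyme per well | Reagent: 25 µM ATP with peptide substrate | Schedule: 60 min enzyme reaction, room temperature | Signal: Luminescent ADP-Glo measurement of ADP formed | Read-out basis: Score relative to plate controls | Control set: DMSO and 20 µM GW8510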
# GSK3A inh: inhibitors of human GSK-3 alpha kinase. ADP-Glo luminescence, 60 min. 320,000 compounds, 0.1% hits. inhibition, % at 10 µM. P49840;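 in the data active = inhibition above about 50%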;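 note: GST-tagged GSK-3 alpha with peptide substrate and 25 µM ATP; 0% = DMSO neutral wells and 100% = GW8510 positive control wells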
# Dyrk1A ADPGlo: blocks rat Dyrk1A kinase activity; 310,000 compounds, 0.43% hits; Q63470; ADP-Glo luminescence, NFATc1 peptide; inhibition, % at 12.5 µM; in the data active = inhibition above about 50%;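 note: plate controls were vehicle with enzyme for no effect and no enzyme for full effect; many of its hits are not listed in these tables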
# KCNQ1 act: potentiates or activates the human KCNQ1 potassium channel; 310,000 compounds, 0.35% hits; CHO-K1 KCNQ1, thallium flux FluxOR fluorescence; active compounds read high; B-score at 10 µM;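 active = fluorescence ratio B-score, a plate-corrected score, at least three library SD, with initial intensity B-score within 5 SD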
#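 System: CHO-K1 cells stably expressing KCNQ1 / Medium: assay buffer for compound exposure, DMSO matched across wells / Reagent: thallium- and potassium-containing depolarizing buffer / Compound: one concentration, matched DMSO / Incubation: 20 min compound pretreatment at room temperature / Measured by: kinetic FluxOR fluorescence, 10 s baseline plus 110 s post-stimulus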
# KCNK3 inh: human KCNK3 channel inhibition, primary screen. O14649. CHO-KCNK3 thallium flux, FluxOR fluorescence; active compounds read low. 340,000 compounds, 0.84% hits. B-score at 10 µM;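 active = B-score under library mean minus 4 SD, starting fluorescence ratio at most library mean plus 5 SD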;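 note: more negative B-score means stronger inhibition of thallium flux through KCNK3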
# PolyA inh: yeast polyadenylation inhibition. S. cerevisiae SKY197-pL101 polyadenylation reporter, beta-gal luminescence; efflux-impaired pdr1/pdr3 knockout yeast; score 100 = 6 SD above DMSO. calls only at 12 µM. 300,000 compounds, 0.02% hits;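 active = lowest replicate activity score at least 50, where 100 means six control SD above control mean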;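 note: yeast exposed to compound for 9 h at 30 °C; higher score means more reporter readthrough which indicates perturbed polyadenylation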
# KCNQ1 inh: human KCNQ1 channel inhibition | B-score at 10 µM | CHO-K1 KCNQ1, FluxOR thallium flux fluorescence; active compounds read high | P51787 | 310,000 compounds, 1.3% hits;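 active = compounds whose thallium flux B-score, printed positive for inhibition, exceeds three library SD while starting fluorescence stays within three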;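 note: channel opened by potassium depolarization with thallium stimulus after 20 min compound exposure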
# * hit, by the source's call; i = inactive; / = not tested or not shown. The list is partial, so the mix of outcomes need not match the whole.
SMILES,RGS4 block,hERG protect,RGS4 pot,KCNK9 block,GSK3B inh,GSK3A inh,Dyrk1A ADPGlo,KCNQ1 act,KCNK3 inh,PolyA inh,KCNQ1 inh
CC(=NCCCn1ccnc1)c1c(O)n(Cc2ccccc2)c(=O)[nH]c1=O,i,-18.2,i,i,-6.4,14.8,7.2,i,i,i,i
CCOc1ccccc1NC(=O)CN1C(=O)C(C)SC(C)C1=O (stereo not drawn),i,-4.5,i,i,1.9,-1.2,/,i,i,i,i
COCCCn1c(=N)c(C(=O)NCC2CCCO2)cc2c(=O)n3ccccc3nc21 (stereo not drawn),i,-7.4,i,i,-2.2,-1.5,-8.8,i,i,i,i
CCCCCNc1nc(N2CCCC2)c2c(c1C#N)CCN(C)C2,i,-15.9,i,i,1.6,0.1,9.4,i,i,i,i
Cc1cc(=O)[nH]c2c1c(=O)[nH]n2C1CC(C)N(C)CC1C (stereo not drawn),i,-4.3,i,i,4.1,-4.3,0.4,i,i,i,i
Cc1noc(NS(=O)(=O)c2ccc(NC(=O)CC34CC5CC(CC(Br)(C5)C3)C4)cc2)c1C,i,-16.1,i,i,4.7,-4.9,0.7,i,i,i,i
Cc1ccc(S(=O)(=O)NCCC(=O)Nc2ccc3c(c2)OCO3)cc1,i,-1.5,i,i,2.6,-4.4,-2.2,i,i,i,i
Cc1ccc(S(=O)(=O)NCC(=O)N(CC(=O)NCC2CCCO2)Cc2ccc(Cl)cc2)cc1 (stereo not drawn),i,-6.0,i,i,0.3,-3.8,-4.5,i,i,i,i
Cc1noc(C)c1C(=O)OCC(=O)Nc1ccc(C(N)=O)cc1,i,0.2,i,i,-1.4,-0.3,/,i,i,i,i
Cc1nc2ccccc2n1Cc1ccc(Br)cc1,i,-13.7,i,i,-2.1,0.6,2.7,i,i,i,6*
OC(COc1cccc2ccccc12)CN1CCCC1 (stereo not drawn),i,-15.1,i,i,-1.7,4.0,-2.0,i,i,i,i
Cc1n[nH]c(C)c1CCC(=O)N/N=C/c1cccc([N+](=O)[O-])c1,i,-1.5,i,i,-1.1,4.5,1.5,i,i,i,i
Oc1ccc(C2C(c3ccccc3)=NN=C(c3ccccc3F)N2O)c(O)c1 (stereo not drawn),i,-4.3,i,i,1.9,0.9,8.7,i,i,/,i
Cc1ccc(C(=O)NC(C(=O)NC2CCCC2)c2ccccc2)cc1 (stereo not drawn),i,-9.3,i,i,1.2,-5.1,5.0,i,i,i,i
O=C(NCCCN1CCCC1=O)Nc1ccc(F)c(Cl)c1,i,-11.3,i,i,1.1,/,1.8,i,i,i,6*
CCC1(C)Cc2ccccc2-c2nc(-c3ccccc3)oc(=O)c21 (stereo not drawn),i,-13.0,i,i,0.2,/,-0.5,i,i,/,8*
COC(=O)C(Cc1ccc(O)cc1)NC(=O)c1ccccc1 (stereo not drawn),i,-7.9,i,i,0.0,0.7,-3.7,i,i,i,i
O=C(Oc1ccccc1)N1CCN(c2ccccc2F)CC1,i,-10.0,i,i,-3.0,-0.2,1.2,i,i,i,i
CC(=O)Nc1ccc(C(=O)NNC(=O)c2ccc(Cl)cc2Cl)cc1,i,-6.9,i,i,-2.2,3.5,/,i,i,i,i
O=C(COC(=O)c1n[nH]c2ccccc12)Nc1ccc([N+](=O)[O-])cc1,i,-10.0,i,i,27.7,0.6,-1.1,i,i,i,i
O=[N+]([O-])c1ccc(S(=O)(=O)NCCc2cn3ccccc3n2)cc1,i,-10.7,i,i,1.3,-0.5,2.2,i,i,i,i
CCCOc1ccc(C(C)=O)cc1CN1CCOCC1,i,-12.0,i,i,-0.5,0.0,0.3,i,i,i,i
CCOCCCNC(=O)N[C@@H](Cc1ccccc1)C(=O)OC,i,-4.1,i,i,-0.1,0.8,-13.9,i,i,i,i
CCOC(=O)C1(S(=O)(=O)c2ccccc2)CCN(Cc2ccccc2)CC1,i,-12.9,i,i,0.5,-0.2,-0.3,i,i,i,i
S=C(NCc1ccccc1)N1CCN(c2cccc(Cl)c2)CC1,i,-4.7,i,i,2.5,2.4,-0.9,i,i,i,i

# Continued, starting with the last two of the part before.
SMILES,RGS4 block,hERG protect,RGS4 pot,KCNK9 block,GSK3B inh,GSK3A inh,Dyrk1A ADPGlo,KCNQ1 act,KCNK3 inh,PolyA inh,KCNQ1 inh
CCOC(=O)C1(S(=O)(=O)c2ccccc2)CCN(Cc2ccccc2)CC1,i,-12.9,i,i,0.5,-0.2,-0.3,i,i,i,i
S=C(NCc1ccccc1)N1CCN(c2cccc(Cl)c2)CC1,i,-4.7,i,i,2.5,2.4,-0.9,i,i,i,i
CCOC(=O)C1(Cc2ccccc2C)CCCN(S(=O)(=O)c2cccnc2)C1 (stereo not drawn),i,-11.1,i,i,-0.2,0.3,-3.8,i,i,i,i
Cc1cc(C)nc(/N=C(\N)Nc2ccc(CC(=O)OC(C)C)cc2)n1,i,-9.9,i,i,1.2,-1.7,9.9,10*,i,i,i
Cc1ccc(S(=O)(=O)N2CCOCC2)cc1NC(=O)c1cccc(S(=O)(=O)N2CCCC2)c1,i,-19.9,i,i,-2.4,0.8,-3.1,i,i,i,i
CCOc1c(C)cnc2c1c(=O)n(Cc1c(F)cccc1Cl)c(=O)n2C,i,-8.1,i,i,-1.5,-3.5,-5.6,i,i,i,i
COc1ccc(NC(=S)N2CCN(Cc3ccccc3)CC2)cc1,i,-4.2,i,i,3.8,-3.1,-1.3,i,i,i,i
O=C(CNC(=S)N(Cc1ccccc1)Cc1ccccc1F)NCc1ccc(Cl)cc1,i,-10.5,i,i,3.5,/,/,i,i,i,i
COc1ccc(/C=N/NC(=O)c2sccc2C)c2ccccc12,i,-4.9,i,i,3.2,-0.1,-1.4,i,i,i,i
Cc1ccc(S(=O)(=O)Nc2nc3ccccc3nc2N2CCc3ccccc3C2)cc1,i,-13.9,i,i,1.7,-0.2,-3.1,i,i,i,i
Cn1nc(-c2ccc(Cl)cc2)c2cc(C(=O)NC3CC3)sc21,i,-0.6,i,i,-1.6,-2.3,3.1,i,i,i,i
COc1c2occc2c(OC(C)=O)c2c(=O)cc(C)oc12,i,-10.1,i,i,-4.2,1.3,7.2,i,i,i,i
O=C(O)C1CCN(S(=O)(=O)c2cccc3nonc23)CC1,i,-0.8,i,i,2.0,-0.4,-5.9,i,i,i,i
Cc1cc(=O)n2[nH]c(Nc3cccc(Cl)c3)nc2n1,i,-1.0,i,i,1.0,-5.1,8.1,i,i,i,i
Cc1ccc(SCC(=O)c2cc(C)c(OC(=S)N(C)C)c(C)c2)cc1,i,-17.7,-8.33*,i,-1.0,-6.1,0.1,i,i,i,i
COc1ccc(N2CCN(C(=O)NC34CC5CC(CC(C5)C3)C4)CC2)cc1,i,-15.1,i,i,6.4,-2.0,2.9,i,i,i,i
O=C(Nc1ccccc1N1CCN(C(=O)c2ccc(Cl)cc2)CC1)c1ccc2c(c1)OCO2,i,-6.4,i,i,4.8,0.0,-2.2,i,i,i,i
O=C1NC(CCc2ccccc2)C(=O)N1CCOc1cccc(Br)c1 (stereo not drawn),i,-13.3,i,i,0.2,-1.9,2.7,i,i,i,i
O=C1O/C(=C\c2ccccc2)c2ccccc21,i,-7.2,i,i,-0.6,0.7,-39.6,i,i,i,i
N#CCC(=O)c1ccccc1Oc1ccc(Cl)cc1,i,-11.1,i,i,-0.8,-2.3,0.6,i,i,i,i
CCN1CCN(C(=O)c2ccc(N3CC4CC(C3)c3cccc(=O)n3C4)c(NC(=O)c3cc(OC)cc(OC)c3)c2)CC1 (stereo not drawn),i,-5.0,i,i,1.1,-3.8,-1.5,i,i,i,i
Cc1ccc(S(=O)(=O)N(CC(=O)NCCC2=CCCCC2)Cc2ccccc2)cc1,i,-12.3,i,i,-0.1,-3.7,1.5,i,i,i,i
Cc1ccc(NC(=O)CN2C(=O)S/C(=C\c3cc(Cl)c(OCC(=O)O)c(Cl)c3)C2=O)cc1,i,-7.7,i,i,-0.6,-1.2,-1.8,i,i,i,i
Cc1ccc(S(=O)(=O)NC(=O)COc2ccc(Cl)cc2Cl)cc1,i,-6.9,i,i,7.3,-10.8,-1.0,i,i,i,i
O=C(Nc1ccccc1C(=O)O)c1ccc(NC(=O)c2ccc(Br)o2)cc1,i,-17.1,i,i,0.6,2.0,3.0,i,i,i,i

# Entries of single compounds, looked up by structure. Order of screens: RGS4 block, hERG protect, RGS4 pot, KCNK9 block, GSK3B inh, GSK3A inh, Dyrk1A ADPGlo, KCNQ1 act, KCNK3 inh, PolyA inh, KCNQ1 inh
# Results for O=C1NC(CCc2ccccc2)C(=O)N1CCOc1cccc(Br)c1 (stereo not drawn) : i, -13.3, i, i, 0.2, -1.9, 2.7, i, i, i, i
# Results for O=C(O)C1CCN(S(=O)(=O)c2cccc3nonc23)CC1 : i, -0.8, i, i, 2.0, -0.4, -5.9, i, i, i, i
# Results for Cc1ccc(NC(=O)CN2C(=O)S/C(=C\c3cc(Cl)c(OCC(=O)O)c(Cl)c3)C2=O)cc1 : i, -7.7, i, i, -0.6, -1.2, -1.8, i, i, i, i
# Results for Cc1ccc(S(=O)(=O)N2CCOCC2)cc1NC(=O)c1cccc(S(=O)(=O)N2CCCC2)c1 : i, -19.9, i, i, -2.4, 0.8, -3.1, i, i, i, i
# Results for Cn1nc(-c2ccc(Cl)cc2)c2cc(C(=O)NC3CC3)sc21 : i, -0.6, i, i, -1.6, -2.3, 3.1, i, i, i, i

# Part of the list above with just KCNQ1 inh, hERG protect and GSK3A inh:
mol	KCNQ1 inh	hERG protect	GSK3A inh
CCOC(=O)C1(Cc2ccccc2C)CCCN(S(=O)(=O)c2cccnc2)C1 (stereo not drawn)	i	-11.1	0.3
Cc1cc(C)nc(/N=C(\N)Nc2ccc(CC(=O)OC(C)C)cc2)n1	i	-9.9	-1.7
Cc1ccc(S(=O)(=O)N2CCOCC2)cc1NC(=O)c1cccc(S(=O)(=O)N2CCCC2)c1	i	-19.9	0.8
